Bioassay records: PubChem BioAssay, National Center for Advancing Translational Sciences (NCATS)
DRD3 agonist: activates the human D3 dopamine receptor; P35462; D3R DiscoveRx beta-arrestin cells, luminescence, 90 min; max activation, %; 410,000 tested, 0.58% active; AID 652048; in the data active means max activation above about 30%; further: 0% is about no effect; mostly tested at two doses, the higher about 12 µM
Target sequence (P35462 whole entry, looked up): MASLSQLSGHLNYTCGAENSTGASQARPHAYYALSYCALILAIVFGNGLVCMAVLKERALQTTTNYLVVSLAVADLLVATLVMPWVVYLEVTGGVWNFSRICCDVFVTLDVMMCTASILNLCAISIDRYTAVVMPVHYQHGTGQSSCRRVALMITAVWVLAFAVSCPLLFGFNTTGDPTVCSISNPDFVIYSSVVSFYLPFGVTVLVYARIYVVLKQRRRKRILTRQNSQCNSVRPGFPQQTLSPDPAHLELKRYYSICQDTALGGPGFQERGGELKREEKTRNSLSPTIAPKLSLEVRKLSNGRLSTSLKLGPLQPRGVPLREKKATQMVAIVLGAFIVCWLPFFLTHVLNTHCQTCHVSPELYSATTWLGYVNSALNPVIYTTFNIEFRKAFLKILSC
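Cells at 1500/well, incubated overnight, then treated with pinned compounds (dopamine as control) for 90 min at 37 degrees C. DiscoveRx reagent added for 30 - 60 minutes at room temperature; luminescence read.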
HEK293 tox: cytotoxicity in counter-screen for GLP-1R inverse agonists. HEK293 cAMP-luciferase reporter cells, luminescence, 24 h. Potency, µM (top dose mostly 38.3 µM), without a hit: at the highest dose activity change, negative = inhibition, hits mostly inhibitors. 410,000 tested, 0.13% active;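 further: loss of luciferase light is scored as toxicity; potency means the concentration at half of the fitted maximal effect; on the % scale 0 is the no-effect control and ±100 the full control effect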
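Seeding density was 200 cells/uL; after overnight-length (12 h) culture, 23 nL compounds went on for 24 h at 37 °C. Readout used a luciferase detection reagent, luminescence taken after 12 min at room temperature.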
IL-1B inflam inh: blocks inflammasome-driven IL-1 beta release; THP-1 LPS/ATP IL-1B secretion, AlphaLISA, 16 h; stronger effect = lower value; 360,000 tested, 4.7% active; AID 743279; activity change, % at 57.5 µM; in the data active means activity change below about -50%; inconclusive means mostly about -30% to -49%; further: on the % scale 0 is the no-effect control and ±100 the full control effect
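Secreted IL-1B measured by AlphaLISA bead assay after 16 h compound exposure of THP-1 cells; compounds (final up to 57.5 uM) added 1 h before LPS (250 ng/mL) and ATP (1.25 mM) stimulation; lower signal means less secretion.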
HT1080-NT tox: kills 2HG-producing HT-1080-NT fibrosarcoma cells; Potency, µM (series often up to 46.1 µM), inactives show at the highest dose activity, negative = less viability, actives largely listed as cytotoxic; HT-1080-NT fibrosarcoma viability, CellTiter-Glo ATP luminescence, 48 h; AID 686970; 360,000 tested, 1.6% active;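 further: NT is the 2HG producing partner of a matched IDH1 knockdown line; potency means the concentration at half of the fitted maximal effect; 0% = DMSO-treated cells and -100% = media-only wells without cells; nearly all actives have a fitted effect of over 55% in size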
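Toxicity toward the 2HG-producing NT line was scored as %Activity, normalised to DMSO and no-cell wells, from CellTiter-Glo luminescence after 48 hours' treatment.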
SW480 rereplic: DNA re-replication induction in SW480 cells. Potency, µM (top dose mostly 46.1 µM), for inactives: at the top dose re-replication activation, hits mostly activators. 340,000 tested, 1.8% active. AID 624297. SW480 DNA re-replication, Hoechst DNA content imaging, 48 h; further: potency means the concentration at half of the fitted maximal effect; % of control where 0% means no effect; nearly all actives have a fitted effect of over 55% in size
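Readout is total intensity of Hoechst-stained nuclei, excited at 405 nm and collected at 500-530 nm. Compound treatment lasted 48 hr at 37 C in 5% CO2 before staining.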
KB-V1 cytotox: kills drug-selected multidrug resistant KB-V1 cells. KB-V1 MDR cells viability, CellTiter-Glo, 72 h. Potency, µM (doses to about 46.1 µM), for inactives: at the top dose activity change, negative = cytotoxicity, actives largely listed as cytotoxic. 400,000 tested, 3.4% active; further: potency means the concentration at half of the fitted maximal effect; on the % scale 0 is the no-effect control and ±100 the full control effect; nearly all actives have a fitted effect of over 60% in size
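Readout: CellTiter-Glo luminescence, 10 min after addition. Cells: KB-V1 MDR subline, 72 h at 37 degrees C with compound. Analysis: corrected, normalized data fitted to concentration-effect curves.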
HT1080 IDH1KD tx: HT-1080 IDH1 knockdown cell toxicity (counter line). HT-1080 IDH1 knockdown viability, ATP luminescence, 48 h. Potency, µM (series often up to 46.1 µM), for inactives: top-dose activity, negative = toxicity, usual class: cytotoxic. 360,000 tested, 2% active. AID 686971;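 further: potency means the concentration at half of the fitted maximal effect; 0% = DMSO wells and -100% = cell-free medium wells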
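Luminescent ATP read-out (CellTiter-Glo, 10 min at room temperature) after 48 h compound exposure at 37 °C gave viability of IDH1-knockdown HT-1080 cells. Activity was normalised to DMSO and cell-free wells, then fitted as concentration-response curves.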
MCF10A rereplic: induces DNA re-replication in MCF 10a normal breast cells; MCF 10A DNA re-replication, Hoechst nuclear intensity, 48 h; Potency, µM (highest dose often 46.1 µM), without a hit: top-dose activity, positive = re-replication, hits mostly activators; 350,000 tested, 2.9% active; AID 624296; further: potency means the concentration at half of the fitted maximal effect; % of control where 0% means no effect; nearly all actives have a fitted effect of over 50% in size
KB-3-1 tox: KB-3-1 parental cell cytotoxicity; KB-3-1 viability, CellTiter-Glo ATP luminescence, 72 h; AID 1347075; Potency, µM (highest dose often 46.1 µM), without a hit: at the highest dose activity change, negative = cytotoxic, actives largely listed as cytotoxic; 400,000 tested, 1.4% active; further: potency means the concentration at half of the fitted maximal effect; on the % scale 0 is the no-effect control and ±100 the full control effect; nearly all actives have a fitted effect of over 60% in size
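Cytotoxicity measured as CellTiter-Glo luminescence after 72 h at 37 C. Compound titrations were pinned onto drug-naive KB-3-1 parental adenocarcinoma cells grown in DMEM with 10% FBS, and normalized data fitted to concentration-response curves.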
Active calls of the source: *; u = inconclusive; x = not tested or not shown; & = joins results of further samples; [ ] = remark or other dose. Unless noted, the call rests on the fitted dose curve; in most records, active means well fitted curve in the direction sought with a large enough effect; inconclusive means small, poorly fitted or top-dose-only effect, or another doubt; inactive means no such curve, though single readings can be large; an effect the other way counts as inactive or inconclusive.

SMILES	DRD3 agonist	HEK293 tox	IL-1B inflam inh	HT1080-NT tox	SW480 rereplic	KB-V1 cytotox	HT1080 IDH1KD tx	MCF10A rereplic	KB-3-1 tox
Cc1cc(=O)oc2cc(OCC(=O)NC3(C#N)CCCCC3)c(Cl)cc12	4	7%	u	9%	10%	9%	15%	-17%	-1%
Cc1ccc2nc(NC(=O)c3ccc(Br)o3)sc2c1	3	4%	44	9%	0%	11%	3%	19%	-1%
COc1ccc(Br)c(Cn2c(C)c(C(=O)NCc3ccc4c(c3)OCCO4)sc2=O)c1	3	-1%	-21	2%	x	u	2%	x	-3%
CCCOC(=O)Nc1sc2c(c1C(=O)OCC)CCC2	-4	53%[activator]	-6	6%	-6%	5%	3%	3%	-3%
O=C(CC1CC2CCC1C2)N1CCN(S(=O)(=O)c2ccccc2F)CC1 (stereo not drawn)	1	-16%	6	16%	0%	-28%	21%	0%	2%
CCOCCCNC(=O)c1cn(CC)c2ccc(S(=O)(=O)N3CCOCC3)cc2c1=O	5&1	-25%&4%	-1	14%	-15%	u	12%	-3%	1%&4%
COc1ccccc1CNC(=O)CSc1nc2nc(C)c(Cc3ccccc3C)c(C)n2n1	-4	-19%	x	x	x	u	x	x	u
CCCC(=O)NNC(=O)CCC(=O)Nc1ccccc1Cl	2	5%	1	6%	11%	0%	11%	u	8%
O=C(Nc1c(C(=O)c2ccccc2)oc2ccccc12)c1cc(=O)c2ccccc2o1	7	2%	x	x	x	22%	x	x	0%
CC(=O)Nc1ccc(NC(=O)COC(=O)c2ccccn2)cc1	9	6%	0	6%	-7%	-4%	14%	-1%	9%
Cc1cn(-c2ccccc2)c(C)c1/C=N\Nc1nc(N2CCOCC2)nc(N2CCOCC2)n1	-1	-7%	-18	-16%	2%	23%	-14%	17%	2%
Cc1ccc2nc3cc([N+](=O)[O-])cc([N+](=O)[O-])c3cc2c1	-11	u	-73*	4%	0.65µM*	u	-13%	u	u
CC(C)CNS(=O)(=O)c1ccc(CCC(=O)N2CCOCC2)cc1	0	-5%	12	10%	-7%	8%	9%	1%	-3%
COc1ccc(CCNC(=O)NC23CC4CC(CC(C4)C2)C3)cc1	-2	-9%	-16	-17%	7%	u	-8%	0%	u
CCC(=O)c1ccc(OCC(O)CN2CCOCC2)cc1 (stereo not drawn)	1	-4%	15	14%	-8%	15%	5%	-3%	8%
COc1cccc(Oc2cc(NN3CCCCC3)c([N+](=O)[O-])cc2[N+](=O)[O-])c1OC	-15	0%	-4	-21%	-3%	0%	-15%	15%	18%
O=C1C2Sc3[nH]c(=O)sc3C(c3cc([N+](=O)[O-])ccc3O)C2C(=O)N1c1ccccc1 (stereo not drawn)	-14	-4%	25	-4%	2%	7%	13%	-9%	13%
Cc1ccc(S(=O)(=O)N2CCN(C(=O)N3CCCC3)CC2)cc1	-3	-1%	3	-2%	0%	u	3%	7%	-6%
CC(C)c1ccc(-c2c(C#N)c(N)nc(SCC(=O)N3CCCCC3)c2C#N)cc1	3	-11%	48	-20%	u	u	-3%	7.3µM*	u
Cc1noc(C)c1NC(=O)N(C)C[C@H]1Oc2ccc(NS(=O)(=O)c3c(C)noc3C)cc2C(=O)N([C@H](C)CO)C[C@@H]1C	7	4%	-2	0%	-9%	u	-11%	5%	u
O=C(NN=Cc1ccc([N+](=O)[O-])cc1)C1CC1	5	19%	-3	7%	3%	5%	2%	-2%	19%
Cc1nc2ccccc2c(=O)n1NC(=O)c1cccc(Cl)c1	-8	6%	29	5%	-6%	-7%	-2%	-9%	0%
COc1ccc(C(=O)N(C)Cc2ccc(C)o2)cc1OC1CCN(C(C)C)CC1	-13	12%	-4	-4%	5%	-8%	-4%	1%	-2%
O=C(CSc1nc2ccc([N+](=O)[O-])cc2s1)NCC1CCCO1 (stereo not drawn)	15	-20%	-14	11%	28%	-8%	-15%	-26%	-2%
O=C(Cc1ccc(F)cc1)NCCS(=O)(=O)N1CCN(c2ccccc2)CC1	-6	u	-12	-49%	u	-31%	-12%	5%	u

Overlap with the part before: 2 compounds, then new ones.
SMILES	DRD3 agonist	HEK293 tox	IL-1B inflam inh	HT1080-NT tox	SW480 rereplic	KB-V1 cytotox	HT1080 IDH1KD tx	MCF10A rereplic	KB-3-1 tox
O=C(CSc1nc2ccc([N+](=O)[O-])cc2s1)NCC1CCCO1 (stereo not drawn)	15	-20%	-14	11%	28%	-8%	-15%	-26%	-2%
O=C(Cc1ccc(F)cc1)NCCS(=O)(=O)N1CCN(c2ccccc2)CC1	-6	u	-12	-49%	u	-31%	-12%	5%	u
Cc1ccc(N(C)C(=O)CCS(=O)(=O)c2ccc3c(c2)oc(=O)n3C)cc1	2	1%	-11	-12%	3%	-7%	-4%	-19%	2%
CC(C)CCN1C(=O)c2ccc(C(=O)Nc3cccc(S(N)(=O)=O)c3)cc2C1=O	1	18%	-61*	-1%	-5%	4%	-12%	18%	5%
COc1cccc(-c2nc(SCC(=O)Nc3ccc4c(c3)OCO4)c(-c3ccccc3)[nH]2)c1	-2	u	x	x	x	u	x	x	0%
Cc1cc(F)ccc1-c1cc(C(=O)NCc2cc(C(F)(F)F)cc(C(F)(F)F)c2)[nH]n1	0	1%	20	u	x	8%	8%	x	0%
COCCOC(=O)C(C#N)c1nc2ccccc2nc1N1CCCC1 (stereo not drawn)	-3	-10%	-16	4%	2%	u	5%	-5%	3%
CCN(CC)S(=O)(=O)c1ccc(/C=C/C(=O)OCC(=O)Nc2ccc(C(N)=O)cc2)cc1	-2	0%	-5	-16%	-4%	-2%	1%	1%	11%
CCOC(=O)c1cc(S(=O)(=O)N2CCN(c3cc(C)ccc3C)CC2)[nH]n1	-13	0%	x	x	x	26%	x	x	-4%
Cc1cc(C)nc(N/N=C/c2ccc([N+](=O)[O-])o2)n1	2	16%	36	-17%	7%	-5%	-26%	-1%	-6%
Cc1ccc2nc(C)cc(N/N=C/c3cccc(O)c3)c2c1	0	u	-16	u	17%	-17%	21µM*	5%	6%
C=CCc1ccc(OCC(O)CN2CCCCC2C)c(OC)c1 (stereo not drawn)	5	-5%	-4	-1%	0%	2%	-1%	3%	-1%
CC(C)(CSc1ccccn1)NS(=O)(=O)c1ccccc1	5	-5%	27	14%	8%	u	17%	1%	7%
O=C(NNC(=O)C1CC(=O)N(c2ccc3c(c2)OCCO3)C1)c1ccc(F)cc1 (stereo not drawn)	-4	-2%	-1	-1%	0%	u	0%	0%	-2%
CCCN1CCCc2cc(CN(CCCN3CCOCC3)C(=O)Nc3ccc(Cl)c(Cl)c3)ccc21	-21	-19%	x	x	x	u	x	x	-25%
CCOC(=O)N1CCN(c2ncnc3c2oc2nc(C(C)C)c4c(c23)CCC4)CC1	0	-1%	3	1%	-4%	u	-1%	15%	23%
O=C(NNC(=O)c1csc(-c2cccs2)n1)c1ccc(Cl)cc1	7	-13%	-2	-29%	x	-11%	u	x	0%
Cc1nc2ccccc2c(=O)n1CC(=O)N1CCOCC1	-2	-5%	-2	11%	-2%	17%	10%	-1%	-2%
COc1ccc(/C(=N/OC(C)=O)c2nccc3cc(OC)c(OC)cc23)cc1OC	3	-7%	-13	-2%	-5%	16%	-4%	5%	-4%
CCOc1ccc(CCNC(=O)CN2CCN(Cc3ccccc3C)C2=O)cc1OCC	5	-3%	-8	-3%	2%	u	-2%	-2%	-1%
C[C@@H]1O[C@@H](O[C@H]2[C@H](Oc3cc(O)c4c(c3)O[C@H](c3ccc(O)cc3)CC4=O)O[C@H](CO)[C@@H](O)[C@@H]2O)[C@H](O)[C@H](O)[C@H]1O	21	6%	13	25%	-8%	-1%	-2%	-14%	0%
COc1cc(C(c2sc3nc(C)nn3c2O)N2CCc3ccccc3C2)cc(OC)c1OC (stereo not drawn)	3	3%	16	-3%	-4%	17%	-2%	13%	-7%
C[C@H](CO)N1C[C@H](C)[C@@H](CN(C)Cc2ccncc2)Oc2c(NC(=O)c3ccncc3)cccc2C1=O	1	6%	5	6%	-16%	-6%	3%	-9%	7%
Cc1ccc(Cl)cc1NC(=O)COC(=O)Cn1cnc2c1c(=O)n(C)c(=O)n2C	2	0%	5	1%	-3%	-12%	-8%	-1%	-8%
CN(CCc1ccccc1)C(=O)c1ccc(NC(=O)Cc2ccc(NC(=O)C3CCN(C(=O)c4ccccc4)CC3)cc2)cc1	-50	-10%	u	u	-36%[inhibitor][9.22 µM]	10%	u	-49%[inhibitor]	0%
Cc1cc(C)c2nc(-c3ccccn3)cc(C(=O)Nn3cnnc3)c2c1	1	-15%	60	-15%	-5%	2%	-1%	u	7%
O=C(CCc1nnc2ccc(NCc3ccco3)nn12)Nc1cc(F)ccc1F	-5	5%	-3	0%	-17%	-2%	-5%	0%	2%

Next part
SMILES	DRD3 agonist	HEK293 tox	IL-1B inflam inh	HT1080-NT tox	SW480 rereplic	KB-V1 cytotox	HT1080 IDH1KD tx	MCF10A rereplic	KB-3-1 tox
CC1(C(=O)NCCc2c[nH]c3ccccc23)C=CC2(CCCCC2)N1C(=O)c1ccccc1 (stereo not drawn)	3	-4%	-17	0%	-5%	-5%	-10%	-1%	-12%
CCOC(=O)CC(N)c1cccc([N+](=O)[O-])c1 (stereo not drawn)	7	6%	35	12%	-22%	3%	18%	2%	-17%
O=[N+]([O-])c1ccc(-c2nc(Nc3ccc(O)cc3)c3ccccc3n2)cc1	10	-24%	-14	5%	-10%	-9%	10%	24%	-30%
CN(C)C(=O)CCc1ccc2c3c([nH]c2c1)[C@]1(CCC2CCCC2)[C@@H](C(=O)N2CCOCC2)C[C@H](CC(=O)NCc2cccc(C(F)(F)F)c2)C(=O)N1CC3	-54	-16%	-56*	-5%	7%	0%	3%	u	0%
COc1ccc(NC(=O)c2cc(-c3ccc4c(c3)OCO4)on2)cc1	-17	11%	-18	0%	-1%	-1%	-4%	-2%	-4%
Cc1c(N=NC2=C(O)CCCC2=O)c(=O)n(-c2ccccc2)n1C	-28	-8%	8	-11%	-131%[inhibitor]	u	-26%	-37%[inhibitor]	5%
